RORgamma inh = inhibitors of mouse ROR gamma transcriptional activity; Drosophila S2 Gal4-RORgamma UAS-luciferase reporter, 20 h; hit rate 5.4% among 310,000; Potency, µM (doses to about 53.6 µM), inactives show at the top dose activity change, negative = inhibition, usual class: inhibitors; P51450; also: potency is read from the fitted curve at half-maximal effect; % is scaled to controls: 0 for no effect and ±100 for the full control effect; nearly all actives have a fitted effect of over 60% in size
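Stable Schneider cell line, Gal4 DNA-binding domain fused to ROR gamma, UAS-luciferase. Cmpd 1 hr RT → CuSO4 700 uM final → 20 hr RT → luciferase reagent 10 min → luminescence.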
PKM2 activator = activators of human pyruvate kinase M2; P14618; hit rate 0.34% among 260,000; purified PKM2, Kinase-Glo ATP luminescence, activation; response scale: 0% is enzyme alone, no compound; Potency, µM (series often up to 57.5 µM), for the others: at the highest dose activation, hits mostly activators; AID 1631; also: potency is read from the fitted curve at half-maximal effect; % is scaled to controls: 0 for no effect and ±100 for the full control effect; nearly all actives have a fitted effect of over 55% in size
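Purified hPK-M2 (>95%) run at intermediate activity with 0.1 mM ADP and 0.5 mM PEP in 50 mM imidazole pH 7.2, KCl, MgCl2; 1 h room temperature. ATP formed read by Kinase-Glo luminescence; normalized to uninhibited and no-enzyme controls.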
p53 reactivator = re-activators of mutant p53; H1299 p53-A138V BP100-luciferase reporter, luminescence, 24 h; Potency, µM (titrated, usually from 92.2 µM), for the others: top-dose activity change, positive = activation, most hits filed as activators; hit rate 0.063% among 320,000; also: potency is read from the fitted curve at half-maximal effect; % of control where 0% means no effect; nearly all actives have a fitted effect of over 45% in size
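p53-null H1299 cells stably carrying temperature-sensitive p53-A138V and a BP100-luciferase reporter were pinned with compounds (4-point, 1:5 series) and held 24 hrs at 37 deg C. Luminescence was read 10 min after detection reagent.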
Menin-MLL TR inh = menin-MLL binding inhibition, Texas Red mutant peptide; AID 1768; O00255; Menin + Texas Red MLL mutant peptide, fluorescence polarization; Potency, µM (top dose mostly 61.6 µM), for the others: at the top dose FP activity change, negative = inhibition, hits mostly inhibitors; hit rate 0.23% among 270,000; active = well fitted inhibition curve with a large enough effect in the polarisation, with a control signal flat, not every such curve was filed as active; inconclusive = small, poorly fitted or top-dose-only effect, or effect the other way, or a change in a side signal; inactive = no such curve, though single readings can be large or run the other way; the % refers to the polarisation; also: potency is read from the fitted curve at half-maximal effect; % of control where 0% means no effect; many of its hits are not listed in these tables
Target sequence (O00255 whole entry, looked up): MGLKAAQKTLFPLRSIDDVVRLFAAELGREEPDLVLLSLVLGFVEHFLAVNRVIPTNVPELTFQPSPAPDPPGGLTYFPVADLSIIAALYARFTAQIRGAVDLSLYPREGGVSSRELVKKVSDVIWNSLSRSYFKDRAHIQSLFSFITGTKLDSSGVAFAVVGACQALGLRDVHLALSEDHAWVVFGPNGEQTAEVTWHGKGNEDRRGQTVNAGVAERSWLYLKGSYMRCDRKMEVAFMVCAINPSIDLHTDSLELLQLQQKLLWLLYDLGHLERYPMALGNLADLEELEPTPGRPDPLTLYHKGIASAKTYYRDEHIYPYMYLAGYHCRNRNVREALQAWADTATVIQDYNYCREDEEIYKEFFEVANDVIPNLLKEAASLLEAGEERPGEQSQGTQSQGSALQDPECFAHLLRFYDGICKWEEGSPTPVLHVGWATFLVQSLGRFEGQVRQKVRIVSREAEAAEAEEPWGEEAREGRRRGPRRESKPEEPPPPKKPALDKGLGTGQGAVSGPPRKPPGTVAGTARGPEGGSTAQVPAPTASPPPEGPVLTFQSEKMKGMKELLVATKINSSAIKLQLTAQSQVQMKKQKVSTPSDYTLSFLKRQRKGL
ELG1 genotox = inducers of genotoxicity in HEK293T ELG1-luciferase cells. hit rate 1.3% among 330,000. Potency, µM (titrated, usually from 46 µM), for inactives: top-dose activity change, positive = activation, hits mostly activators. HEK293T ELG1-luciferase reporter, luminescence, 16 h; also: potency is read from the fitted curve at half-maximal effect; % of control where 0% means no effect; nearly all actives have a fitted effect of over 60% in size
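Reporter readout depends on ELG1 protein level, which increases with genetic stress. After 16 hr compound exposure at 37 °C, luciferase activity was quantified using ONE-Glo.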
FLuc counter = counter-screen for miR-21 project: firefly luciferase inhibitors or activators; Potency, µM (doses to about 57.5 µM), for the others: top-dose activity change, negative = inhibition, hits mostly inhibitors; purified FLuc, Km substrates, luminescence inhibition; hit rate 6.9% among 360,000;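 also: potency is read from the fitted curve at half-maximal effect; plate controls were vehicle for no effect and reference inhibitor for full effect; nearly all actives have a fitted effect of over 55% in size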
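Biochemical qHTS of compounds, final roughly 60 µM downward over six points, against 10 nM purified firefly luciferase using Km concentrations of substrates (10 uM D-luciferin, 10 uM ATP) in Tris acetate pH 7.5 buffer; luminescence output.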
Rab9 promoter act = Rab9 promoter activation | Huh7 Rab9 promoter-luciferase reporter, luminescence, 24 h | Potency, µM (series often up to 9.22 µM), for the others: top-dose activation, negative = inhibition, hits mostly activators | hit rate 2.8% among 320,000; also: potency is read from the fitted curve at half-maximal effect; % of control where 0% means no effect; nearly all actives have a fitted effect of over 60% in size
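Using Huh7 cells stably transfected with Rab9 promoter–luciferase, compounds were incubated 24 h at 37 °C, 5% CO2; luciferase luminescence was read 10 min after reagent addition.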
VP16 counter = counter-screen for ROR gamma inhibitors: Gal4-VP16 reporter. Drosophila S2 Gal4-VP16 UAS-luciferase, luminescence, 20 h. Potency, µM (top dose mostly 53.6 µM), for inactives: top-dose activity, negative = inhibition, most hits filed as inhibitors. hit rate 3.5% among 310,000;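 also: Gal4-VP16 expression switched on by copper sulfate through the metallothionein promoter; potency is read from the fitted curve at half-maximal effect; % is scaled to controls: 0 for no effect and ±100 for the full control effect; nearly all actives have a fitted effect of over 50% in size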
BRCA1 expr act = increases BRCA1 expression; Potency, µM (highest dose often 46.1 µM), for inactives: at the top dose activation, actives largely listed as activators; AID 624202; hit rate 1.1% among 380,000; MCF7-BRCA1-FFLuc reporter, luminescence, 48 h; response scale: scaled: vehicle 0%, 10 µM genistein 100%; also: potency is read from the fitted curve at half-maximal effect; nearly all actives have a fitted effect of over 80% in size; some results filed as inactive show a strong effect at the top dose
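Luminescence from a BRCA1-driven firefly luciferase in MCF7 cells was read after 48 h compound exposure at 37 C. Data normalized against DMSO and a 10microM genistein activation control, then curve-fitted across the titration.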
NPC1 promoter act = activators of NPC1 promoter | Huh7 NPC1 promoter luciferase reporter, 24 h | AID 485313 | Potency, µM (top dose mostly 9.22 µM), inactives show at the top dose activation, usual class: activators | hit rate 2.4% among 320,000;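 also: potency is read from the fitted curve at half-maximal effect; % of control where 0% means no effect; nearly all actives have a fitted effect of over 60% in size; reporter is driven by a mutant NPC1 promoter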
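In 1536-well qHTS, Huh7 cells harboring an NPC1 promoter–luciferase construct received compound for 24 h; activation was quantified by luminescence following luciferase reagent addition.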
Giardia killer = kills Giardia lamblia; Giardia lamblia trophozoite viability; activity change, % at 7.66 µM, hits read low; hit rate 0.15% among 340,000; in the data active = activity change below about -80%; inconclusive = between about -30% and that limit;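 also: parasites exposed to compound for two days anaerobically before the ATP read; % is scaled to controls: 0 for no effect and ±100 for the full control effect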
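Compounds were tested on trophozoites seeded at 100 cells/well and held 48 hrs at 37 deg C anaerobically. An ATP-based luminescent kit measured the remaining live cells.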
* hit, by the source's call; ? = inconclusive; . = no result given; [ ] = remark or other dose. Unless noted, calls follow the shape of the dose curve; as a rule, active = well fitted curve in the direction sought with a large enough effect; inconclusive = small, poorly fitted or top-dose-only effect, or another doubt; inactive = no such curve, though single readings can be large; an effect the other way counts as inactive or inconclusive. A portion of the library (hit frequency here may not be typical).

Structure	RORgamma inh	PKM2 activator	p53 reactivator	Menin-MLL TR inh	ELG1 genotox	FLuc counter	Rab9 promoter act	VP16 counter	BRCA1 expr act	NPC1 promoter act	Giardia killer
Cc1c(/C=C(\CC(=O)O)c2nc3ccccc3s2)cc(C#N)n1C	27.1%	5.3%	1.2%	.	2.1%	-18.2%	-0.1%	-4.3%	-36.8%	1.4%	11.8
O=C(N/N=C\c1cc(Cl)ccc1O)c1ccc(S(=O)(=O)N2CCCCC2)cc1	5.01µM*	-6.0%	?	?	15.9%	3.3%	-24.4%	3.55µM*	-90.6%[inhibitor]	-15.4%	-23.4
Cc1cccc(C(=O)c2c(N)sc3c2CCC(C)C3)c1 (centres undefined)	?	-5.3%	?	-14.3%	?	21.3µM*	?	3.5%	-52.7%	?	-21.3
COc1ccc(-c2nc(SCc3ccc(C#N)cc3)[nH]c(=O)c2C#N)cc1	-12.3%	.	-1.5%	?	0.5%	-0.5%	-2.9%[1.84 µM]	3.6%	-6.2%	0.0%	-7.0
O=C(COc1cccc2cccnc12)Nc1cccc(S(=O)(=O)N2CCCC2)c1	.	.	-7.2%	.	-2.3%	-13.8%	-6.5%	.	-20.4%	-1.4%	-21.8
CC(C)CN1CCN=C1Nc1ccccc1	-14.9%	2.5%	3.5%	7.8%	-3.6%	1.8%	-4.2%	0.7%	8.0%	-1.4%	32.8[activator]
N#C/C(=C\c1ccc(Cl)cc1)C(=O)Nc1cccnc1	-11.2%	2.5%	1.1%	.	-0.4%	-5.8%	3.5%	2.6%	19.2%	-2.5%	6.2
CCOc1ccc2nc(SCC(=O)N3CCCCCC3)c(C#N)cc2c1	-21.1%	-6.3%	13.7%	-20.2%	-6.8%	0.0%[2.3 µM]	0.5%	2.1%	3.9%	4.3%	5.9
O=C(NC1C2CC3CC(C2)CC1C3)C1CCCCC1 (centres undefined)	-17.5%	4.6%	18.2%	-0.5%	1.5%	-2.0%	-1.1%	-1.2%	3.5%	0.1%	3.7
CCn1c(C)cc(C(=O)CN2C(=O)c3ccccc3S2(=O)=O)c1C	.	.	-13.0%	.	1.4%	.	?	.	-85.5%[inhibitor]	?	-2.2
CC1CCCN(S(=O)(=O)c2ccc(C(=O)Nc3nnc(C4=COCCO4)o3)cc2)C1 (centres undefined)	0.794µM*	1.2%	-8.9%	?	-12.0%	0.6%	0.7%	1.12µM*	.	-9.9%	.
COc1ccc(Cl)cc1N(CC(=O)N1CCCC1)S(C)(=O)=O	-27.0%	2.2%	-12.6%	-11.6%	0.1%	2.5%	1.2%	-6.3%	21.9%	0.1%	2.5
Cc1ccc(C)c(NC(=O)CN(C)C(=O)c2cc([N+](=O)[O-])ccc2N2CCOCC2)c1	.	.	0.7%	.	2.7%	-13.9%	-1.5%	.	-14.8%	7.6%	1.5
COc1ccc(C)cc1NC(=O)CSc1nnc(CC(=O)Nc2ccccc2C)n1C	14.0%	0.3%	-5.1%	12.9%	-4.6%	6.4%	-2.8%	-1.8%	3.3%	-0.5%	8.4
CCOC(=O)C1CCN(S(=O)(=O)c2ccc3[nH]c4c(c3c2)CCCC4)CC1	28.8%	.	-9.0%	69.3%[activator]	-4.7%[9.26 µM]	0.7%	-6.2%	0.9%	-1.8%	-2.4%	13.2
Cc1ccccc1N1C(=O)C(Oc2ccc(Cl)cc2)C1CNCCCOC(C)C (centres undefined)	25.6%[10 µM]	-0.3%	-3.4%	?	-8.8%	-0.9%	1.6%	-2.1%	-46.9%	-0.4%	-3.8
COc1ccc(NS(=O)(=O)c2c(C)cc(C)cc2C)cc1	-20.4%	-19.5%	-5.3%	-6.7%	-0.6%	-4.7%	-2.5%	?	-50.6%	-2.0%	3.4
COc1ccc(/C=C/C2=CCN(Cc3ccc(OC)cc3)CC2)cc1	5.7%	-10.0%	2.2%	-6.8%	-7.1%	0.6%	-0.2%	-4.0%	3.0%	-0.6%	20.3
CCOc1ccccc1NS(=O)(=O)c1csc(C(N)=O)c1	14.1%	.	-4.6%	-6.7%	-1.7%	-0.3%	2.4%	-3.1%	-31.1%	1.2%	0.6
COc1ccccc1CNC(=O)C1CC(c2ccccc2F)=NO1 (centres undefined)	-2.8%	-2.7%	9.0%	.	4.3%	?	0.8%	22.4%	30.8%	1.0%	7.8
C/C(=N\NC(=O)c1cc(-c2ccncc2)nc2ccccc12)c1ccc(N2CCOCC2)cc1	-38.1%	0.6%	2.7%	0.9%	?	-9.7%	-1.5%	-1.2%	-19.8%	-10.3%	-15.7
CC(C)N(C(=O)CS(=O)(=O)c1ccc(Cl)c(Cl)c1)C(C)C	38.4%	-12.0%	-2.6%	-3.8%	-7.6%	1.3%	-3.4%	0.0%	-3.9%	-0.7%	-7.4
CC(C)Cn1c(N)c(C(=O)COC(=O)c2cnccn2)c(=O)n(C)c1=O	.	.	1.3%	.	-6.6%	0.2%	-2.8%	.	-4.3%	-0.5%	25.8
COc1ccc(C2C(C(=O)N3CCN(c4ccccn4)CC3)CC(=O)N2c2ccc(OC)cc2)cc1 (centres undefined)	21.5%	10.1%	-17.2%	-4.0%	-14.7%	6.3%	-3.5%	1.7%	-17.1%	-2.0%	8.8
COc1ccc(NC(=O)CSc2nc3ccccc3c(=O)n2CCCN2CCC(C)CC2)c(OC)c1	-0.7%	-1.1%	19.3%	?	-0.3%	-4.1%	-20.7%	-8.7%[10 µM]	-40.3%	-4.1%	8.1
COc1cc(/C=N/NC(=O)c2cccc(NC(=O)c3ccccc3C)c2)ccc1O	33.6%	.	5.7%	13.8%	-9.9%	19µM*	-1.0%	-7.7%	-16.1%	11.6%	-6.5
COc1ccc(CCNC(=O)CCSCc2ccccc2F)cc1OC	9.6%	.	?	-12.1%	-1.0%	-0.2%	0.1%	-1.8%	-21.6%	2.6%	2.5
CCOc1ccc(NC(=O)C(c2ccccn2)N(C(=O)CCl)c2ccc(OCC)cc2)cc1 (centres undefined)	-11.4%	-1.6%	?	7.9%	13.5%	?	15.8%	-13.0%	-20.0%	12.9%	-11.5
CCOC(=O)c1cnc(SC)nc1Sc1ccc(Cl)cc1Cl	-2.5%	1.9%	-4.7%	-0.1%	-0.7%	1.9%	2.0%	0.9%	-39.4%	-0.3%	25.7
O=C(CCN1C(=O)/C(=C/c2ccccc2)SC1=S)NNC(=O)c1ccncc1	-6.4%	-28.7%	6.8%	?	4.9%	-0.5%	11.5%	-7.5%	-11.8%	0.9%	-3.1
O=C(c1ccccc1C(=O)N1CCN(c2ccccc2F)CC1)N1CCN(c2ccccc2F)CC1	13.0%	5.9%	-7.1%	-18.8%	-13.7%	4.7%[2.3 µM]	-0.4%	0.8%	-34.9%	-3.2%	-19.5
CCOc1ccc(N(CC(=O)Nc2ccc(C)cc2C)S(C)(=O)=O)cc1	35.0%	-2.0%	?	-9.1%	0.8%	-5.1%	0.0%	8.7%	7.4%	4.9%	14.3
CCOC(=O)c1cnc2ccc(C(=O)OC)cc2c1NCCCN1CCOCC1	32.1%	0.3%	-1.3%	?	0.1%	-0.9%	-3.1%	-0.9%	3.7%	-4.5%	10.5
COc1cccc(N2CCN(C(=S)Nc3cc(C)cc(C)c3)CC2)c1	3.98µM*	-0.6%	2.0%	40.5%[activator]	6.3%	-1.5%	-2.6%	-2.0%	-20.5%	-3.7%	8.4
O=C(Nc1ccc(F)cc1)c1ccc2nc[nH]c2c1	9.7%	2.7%	5.8%	-0.4%	5.2%	?	18.3%	7.8%	29.7%	26.5%	-11.4
COc1ccc(OCCSc2ncc(CO)n2C)cc1	19.5%	.	15.4%	16.9%	9.7%	-19.0%	2.6%[1.84 µM]	23.1%	42.2%	6.9%	10.8
Nc1nc(N2CCN(c3ccccn3)CC2)nc2ccccc12	-1.7%	.	16.7%	-2.0%	?	10.7µM*	3.55µM*	1.1%	?	?	-4.9
Cc1c(NC(=O)c2cccs2)cccc1-c1nc2ccccc2s1	8.4%	-5.1%	19.4%	13.9%	-2.8%	4.26µM*	17.9%	-13.5%	10.4%	7.6%	-18.8
Cn1ccnc1C(=O)c1ccc(S(=O)(=O)N2CCCC2)cc1	22.6%	2.4%	1.2%	8.3%	6.6%	-9.3%	28.5%	-7.1%	47.4%	9.0%	-4.8
CCCCOc1ccc(/C=C/C2=CC(C)(C)NC(=S)N2)cc1OCC	0.794µM*	0.4%	2.7%	-1.4%	-5.5%	1.5%	-6.3%	1.78µM*	-39.6%	-11.9%	-4.7

Source: PubChem BioAssay
